mouse EphA4 binding – EphA4 ligand-binding antagonists – biochemical, colorimetric, mouse EphA4, primary screen (AID 689). EphA4-AP binding to KYL peptide, pNPP A405; higher % means a stronger effect. inhibition, % at 10 µM; hits with a dose series show IC50 in µM. hit rate 0.1% among 62,000; in the data active = a potency from the dose series; inactive = the rest, 99 in 100 with inhibition below about 22%
* marks the source's active call; other numbers are inactive results.

mouse EphA4 binding	canonical_smiles
-3%	CCC(=O)Nc1ccccc1C(=O)OCC(=O)c1cccc2ccccc12
-9%	COc1ccccc1N1CCN(C(=O)CCCCn2c(=O)[nH]c3ccsc3c2=O)CC1
11%	N#Cc1c(C(F)(F)F)cc(-c2cccs2)nc1SCc1ccc(Cl)nc1
2%	CC(C)NS(=O)(=O)c1ccc(CCC(=O)NCc2cccnc2)cc1
-11%	COc1cccc(CN2CCN(S(C)(=O)=O)CC2)c1OC
0%	CCc1ccc(C(=O)CSc2n[nH]c(-c3ccccc3)n2)cc1
-6%	Cc1cc(C(=O)CSc2nn3c(=O)c(C(C)(C)C)nnc3s2)c(C)n1-c1ccc(F)cc1
-5%	C=CCN1C(=O)CSc2ccc(C(=O)NCc3ccco3)cc21
-3%	O=C1NC(=S)N/C1=C/c1ccc(-c2ccc(F)c(Cl)c2)o1
-8%	COc1ccc(C2C(C#N)=C(N)N(c3ccccc3)C3=C2C(=O)CCC3)cc1Cn1cc([N+](=O)[O-])cn1 (centres undefined)
-1%	CCN1CCN(CC(O)COC(C)C)CC1 (centres undefined)
-1%	CC1=C(CC(=O)c2ccccc2)C(=O)c2ccccc2C1=O
-11%	O=C(CSc1nnc(-c2cccs2)o1)N1CCCc2ccccc21
4%	Cc1ccc(C(=O)N/C(=C/c2ccc(-c3cccc([N+](=O)[O-])c3)o2)C(=O)NC(C)C)cc1
2%	CCOC(=O)C1CCN(C(=O)CS(=O)Cc2nc(-c3ccc(C)cc3)oc2C)CC1 (centres undefined)
-8%	CCNC(=S)NNC(=O)c1ccoc1C
5%	COc1ccc(/C=C2\SC(=S)N(CCC(=O)Nc3ccccc3C)C2=O)cc1OC
-2%	O=C(CSc1nc2ccccc2o1)Nc1ccc(N2CCOCC2)cc1
1%	Cc1cc(-c2ccccc2)nc2[n+]1CCN2C
-4%	CCN(CC)C(=O)CSc1nc2ccccc2c(=O)n1OC
-8%	CC(=O)NC(CCS(C)(=O)=O)C(=O)Nc1ccccc1Cl (centres undefined)
-6%	O=C(Nc1ncc(Cl)cn1)c1cccs1
-4%	O=C(Nc1ccc(F)cc1)N1CCN(c2ccc3nnc(-c4ccc(F)cc4)n3n2)CC1
-2%	CN(CCO)S(=O)(=O)c1ccc2c(c1)Cc1cc(S(=O)(=O)N(C)CCO)ccc1-2
4%	CCCCOc1ccc(C(=O)N/C(=C\c2cccc([N+](=O)[O-])c2)C(=O)OCCC)cc1

Reformatted as labelled records: part of the list above
> COc1ccc(/C=C2\SC(=S)N(CCC(=O)Nc3ccccc3C)C2=O)cc1OC
  mouse EphA4 binding = 5%

> CCc1ccc(C(=O)CSc2n[nH]c(-c3ccccc3)n2)cc1
  mouse EphA4 binding = 0%

> O=C(CSc1nnc(-c2cccs2)o1)N1CCCc2ccccc21
  mouse EphA4 binding = -11%

> O=C(CSc1nc2ccccc2o1)Nc1ccc(N2CCOCC2)cc1
  mouse EphA4 binding = -2%

5 entries drawn at random from those above, as already listed:
mouse EphA4 binding	canonical_smiles
-2%	CN(CCO)S(=O)(=O)c1ccc2c(c1)Cc1cc(S(=O)(=O)N(C)CCO)ccc1-2
-3%	O=C1NC(=S)N/C1=C/c1ccc(-c2ccc(F)c(Cl)c2)o1
5%	COc1ccc(/C=C2\SC(=S)N(CCC(=O)Nc3ccccc3C)C2=O)cc1OC
2%	CCOC(=O)C1CCN(C(=O)CS(=O)Cc2nc(-c3ccc(C)cc3)oc2C)CC1 (centres undefined)
-11%	O=C(CSc1nnc(-c2cccs2)o1)N1CCCc2ccccc21

Back to the main list with the 3 entries that preceded the break.
mouse EphA4 binding	canonical_smiles
-4%	O=C(Nc1ccc(F)cc1)N1CCN(c2ccc3nnc(-c4ccc(F)cc4)n3n2)CC1
-2%	CN(CCO)S(=O)(=O)c1ccc2c(c1)Cc1cc(S(=O)(=O)N(C)CCO)ccc1-2
4%	CCCCOc1ccc(C(=O)N/C(=C\c2cccc([N+](=O)[O-])c2)C(=O)OCCC)cc1
1%	Cc1ccc(C)c(S(=O)(=O)NC(CCC(N)=O)C(=O)O)c1 (centres undefined)
-13%	O=C(NC(=S)Nc1nc(-c2ccccc2)cs1)c1ccc(Cl)cc1
-9%	O=C(NCC(c1cccnc1)N1CCN(c2ccc(F)cc2)CC1)c1ccccc1 (centres undefined)
-11%	O=[N+]([O-])c1ccccc1S(=O)(=O)NCCC1=CCCCC1
-8%	O=C(Oc1cccc(NC(=O)c2ccccc2Cl)c1)c1ccc([N+](=O)[O-])cc1
-3%	COc1nc2ccccc2cc1-c1noc(-c2cccnc2)n1
2%	CCOC(=O)N1CCN(C(=O)c2ccc3c(=O)n(CCOC)c(=O)[nH]c3c2)CC1
-5%	CCOc1cc(C=O)cc(I)c1OCc1ccccc1Cl
-7%	Cc1oc2c(c1C(=O)c1ccc(Cl)cc1)C(=O)C(=O)c1ccccc1-2
17%	Cc1ccc(CN2CC(C(=O)Nc3cc(S(C)(=O)=O)ccc3Cl)CC2=O)cc1 (centres undefined)
24%	O=C(Cc1cccs1)Nc1ccc(N2CCOCC2)cc1
-8%	CCOC(=O)Cn1nc(C)c(-c2ccccc2)c1N
-11%	O=C(c1scc2c1CCCC2)N1CCOCC1
-3%	CC(=O)OC1COC(N2CCc3cc([N+](=O)[O-])ccc32)C(OC(C)=O)C1OC(C)=O (centres undefined)
40%	COc1cc(NC(=O)CN(c2ccc(C)cc2)S(=O)(=O)c2c(C)n[nH]c2C)cc(OC)c1
-1%	CCOC(=O)/C(C#N)=C\c1cccc([N+](=O)[O-])c1
-6%	COc1ccc(C(=O)Nc2nc(-c3ccc(S(=O)(=O)N4CCOCC4)cc3)cs2)cc1
-4%	O=C(Nc1nccs1)C1(S(=O)(=O)c2ccc(Cl)cc2)CC1
-1%	COC(=O)[C@@H](NC(=O)Nc1cccc(OC)c1)C(C)C
1%	COc1ccc(CCNC(=O)c2ccc(CS(=O)(=O)c3ccc(C)cc3)o2)cc1OC
24%	CS(=O)(=O)c1ccc2c(c1)SC1=NC(=O)/C(=C/c3ccco3)C(=N)N12
0%	O=C(O)c1cc(S(=O)(=O)N2CCCCCC2)c(Cl)cc1Cl
-4%	COc1ccc(OC)c(-c2cc(C3CCN(c4ncccc4[N+](=O)[O-])CC3)[nH]n2)c1
-21%	C=CCn1c(SCC(=O)NC2CCCCC2)nnc1C1CCCCC1
-8%	O=C(Nc1cccc(-c2nc3ccccc3s2)c1)c1ccc2c(c1)OCO2

Other structures:
mouse EphA4 binding	canonical_smiles
-7%	c1ccc2[nH]c(CN3CCN(c4ncnc5c4oc4ccccc45)CC3)nc2c1
-4%	Oc1[nH]c2ccccc2c1C=Nc1ccc2c(c1)OCCO2
-7%	CCC(CC)C(=O)c1c[nH]c(C(=O)NCCCN2CCOCC2)c1
-34%	C=CCn1c(SCC(=O)Nc2cc(C)c(Cl)cc2OC)nnc1-c1ccco1
-11%	CCOc1ccc(NCCC#N)cc1
-8%	Cc1cc(Oc2ccc(=O)n(C)n2)nc(Oc2ccc(=O)[nH]n2)n1
30%	CC(C)CN1C(=O)/C(=C/c2ccco2)SC1=S
-13%	Cn1nnnc1SCc1ccccc1[N+](=O)[O-]
-15%	COc1cccc(C(=O)CN2C3=NCCCN3c3ccccc32)c1
0%	CN(C)CC(=O)Nc1ccc(S(N)(=O)=O)cc1
-3%	Fc1ccccc1OCCCCCCN1CCCC1
-16%	COc1ccc(OC)c(CN2CCCC(C(=O)N3CCCCC3)C2)c1 (centres undefined)
-8%	CC(C(=O)Nc1ccc(C(=O)O)cc1)N1C(=O)c2ccccc2C1=O (centres undefined)
1%	CS(=O)(=O)N1CCN(CC(O)Cn2c3ccccc3c3ccccc32)CC1 (centres undefined)
-12%	C#CCN1C(=O)C2C(C(=O)NC)C3C=CC2(O3)C1C(=O)NCc1ccc(OC)cc1 (centres undefined)
-4%	COC(=O)c1ccc(Cl)c(NC(=O)NC(c2ccccc2)c2ccccc2)c1
-16%	COc1ccc(/C=C/c2cc(-c3ccc(C)cc3)o[n+]2C)cc1
0%	Cn1c(=O)oc2cc(S(=O)(=O)N3CCCC(C(=O)NCc4cccs4)C3)ccc21 (centres undefined)
-1%	COc1ccccc1OCC(O)CN1C(=O)NC(C)(C)C1=O (centres undefined)
-4%	Cc1ccc2cccc(OC(=O)c3oc4ccccc4c3C)c2n1
0%	O=C(CCCN1C(=O)/C(=C\c2cccs2)SC1=S)Nc1nc2ccccc2s1
-6%	COC(=O)c1sccc1NC(=O)CN(C)NS(=O)(=O)c1ccc([N+](=O)[O-])cc1
0%	COC(=O)c1ccc(Oc2c(C(F)(F)F)oc3c(CN4CCN(C)CC4)c(O)ccc3c2=O)cc1
-28%	O=C(CCCC(=O)N(CC(=O)NC1CCCC1)Cc1ccccc1)Nc1ccccn1
-14%	CN(C)c1ccnc(-n2cccc2/C=N/OCc2cccc(F)c2)c1C#N

(more compounds)
mouse EphA4 binding	canonical_smiles
-5%	COc1ccc(Cn2nnnc2C(c2cc3ccc(OC)cc3[nH]c2=O)N2CCCCCC2)cc1 (centres undefined)
-12%	CS(=O)(=O)N1N=C(c2ccc(Cl)cc2)CC1c1cccs1 (centres undefined)
-8%	CC(=O)NC(CCS(C)(=O)=O)C(=O)Nc1nccs1 (centres undefined)
-2%	Cc1ccc2c(c1)N(CCCC(=O)NCCC1=CCCCC1)C(=O)CO2
-13%	C=CCNC(=O)CCCOc1ccc(C)cc1
-8%	C=CCn1c(SCc2ccc(C#N)cc2)nnc1-c1ccc(C)cc1
1%	C=CCNC(=S)NNC(=O)CCC(O)CCCCC (centres undefined)
-6%	COC(=O)c1sc2ncccc2c1OCc1ccc(Cl)cc1
-3%	CCc1ccc(N2CC(C(=O)N/N=C/c3cccc([N+](=O)[O-])c3)CC2=O)cc1 (centres undefined)
-9%	Cc1ccc(S(=O)(=O)N2CCOCC2)cc1NC(=O)COC(=O)CCC(=O)c1cccs1
-7%	NC(=O)C1CCN(c2ncnc3c2c(-c2ccccc2)cn3-c2ccccc2)CC1
-5%	Cc1ccc(Nc2nc(C(=O)NCCCN3CCOCC3)cs2)cc1
-2%	COCCN1C(=O)C(=O)/C(=C(/O)c2ccc(S(=O)(=O)N3CCOCC3)cc2)C1c1ccc(C(C)C)cc1 (centres undefined)
-7%	CNC(=O)C1CC(=O)N(Cc2ccccc2)C(=Nc2ccc(OC)cc2)S1 (centres undefined)
13%	COc1ccc(/C=N/NC(=O)c2cc(-c3ccc(C)cc3C)nc3ccccc23)cc1COC(C)=O
-4%	CCCN(CCO)Cc1ccc(F)c(Br)c1
9%	COc1ccc(NC(=O)Cn2nnc(C(=O)NCCc3ccc(OC)c(OC)c3)c2N)cc1
23%	Cc1nn(-c2ccccc2)c2c1C(c1ccc(O)c(O)c1)N1C(=N2)C(Nc2ccccc2)=Nc2ccccc21 (centres undefined)
-6%	CCNC(=S)NNC(=O)Cn1nc(C)cc1C
3%	Cc1cc2cc3c(N)[nH]nc3nc2cc1C
-8%	O=C(Nc1cccc(-c2cn3cccnc3n2)c1)c1ccco1
-10%	COC(=O)c1cc(N2C(=O)C3C4C=CC(C5CC45)C3C2=O)ccc1Cl (centres undefined)
-5%	COc1ccc(OCCn2cc(/C(N)=N/O)c3ccccc32)cc1
-9%	CCOC(=O)c1c(C)c(C(=O)Nc2cc(OC)ccc2OC)c(C)n1CC
-17%	Cc1ccc(NS(=O)(=O)c2ccc(NC(=O)c3cccs3)cc2)cc1

Other entries follow.
mouse EphA4 binding	canonical_smiles
-1%	Cc1c(O)ccc(C(=O)COc2ccc(F)cc2)c1O
4%	Cc1nn(C)c(C)c1S(=O)(=O)NC1CCCc2ccccc21 (centres undefined)
12%	CC1CC(N(C(=O)c2ccc(Cl)cc2)c2ccccc2)c2ccccc2N1C(=O)c1ccco1 (centres undefined)
-11%	CC1=NN(c2ccccc2)C(=O)C1(C)C
-5%	C/C(CC(=O)Nc1cccc2c1CCCC2)=N\NC(=O)c1ccccc1N
-4%	c1ccc2c(N3CCCC3)nc(-c3ccncc3)nc2c1
6%	CCOC(=O)c1ccc(NC(=O)C(=O)NCc2ccc(C)cc2)cc1
4%	COc1ccc(/C=C2\NC(=S)N(CC3CCCO3)C2=O)c(OC)c1 (centres undefined)
2%	O=C(Nc1ccc(-c2nc3ccccc3s2)cc1)c1cc(-n2cnnc2)ccc1Cl
13%	CC(C)CC(NS(=O)(=O)c1ccc2c(c1)oc(=O)n2C)C(=O)N1CC=C(c2ccccc2)CC1 (centres undefined)
-17%	Cc1cc(C)n(CC(=O)N/N=C/c2ccc(C)o2)n1
-6%	Cc1ccc(-n2c(Cc3cccn3C)nnc2SCC(=O)NCc2ccco2)cc1
-4%	Cc1cc(C)c[n+](-c2nc3ccccc3nc2C(=C=[N-])C#N)c1
12%	Cn1c(=N)n(CC(=O)c2cccs2)c2ccccc21
-9%	CC(=O)c1ccc(NC(=O)Nc2ccc(NS(=O)(=O)c3ccc(C)cc3)cc2)cc1
-9%	OCCOCCn1c2ccccc2c2ccccc21
-3%	O=C(Nc1ccccc1NC(=O)c1ccco1)c1ccco1
-1%	COCc1cc(=O)n2[nH]c(-c3ccccc3)cc2n1
-1%	O=C(NCc1cccs1)C1CCCN1C(=O)NC1CCCCC1 (centres undefined)
-7%	CCOC(=O)CSc1nc2cc(C(=O)OC)ccc2c(=O)n1CCN1CCOCC1
0%	O=C(NCCC1=CCCCC1)C(c1ccccc1)c1ccccc1
0%	O=C(C1CCN(S(=O)(=O)c2cccc3nsnc23)CC1)N1CCn2c1nc1ccccc12
-24%	c1ccc(CNc2nc3ccccc3[nH]2)cc1
4%	Nc1ccc(Nc2ccccc2)c(Cl)c1
-7%	CC(=O)Nc1ccc(S(=O)(=O)c2ccc(N)cc2)cc1N
-6%	Cc1cc(OC(=O)c2cc(F)c(F)cc2Cl)nc(C)n1

Part of the list above in order of heavy-atom count, lowest first.
mouse EphA4 binding	canonical_smiles
-24%	c1ccc(CNc2nc3ccccc3[nH]2)cc1
-9%	OCCOCCn1c2ccccc2c2ccccc21
-9%	CC(=O)c1ccc(NC(=O)Nc2ccc(NS(=O)(=O)c3ccc(C)cc3)cc2)cc1

Bioassay records as filed in PubChem BioAssay.

An excerpt. The share of hits here may be higher or lower than overall.
